Screening results from PubChem.
MCL1 BIM primary = disrupts human MCL1 binding to BIM-BH3 peptide; Q07820; GST-MCL1 / FITC-Bim-BH3 fluorescence polarization; inhibition, % at 10.9 µM; actives 0.68% (n = 320,000);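 active = inhibition above the mean inhibition of all tested compounds plus 3 SD, set per campaign, cut at about 40% in these data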;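 note: 0% = DMSO wells and 100% = unlabeled Bim-BH3 peptide control; higher means more loss of mP so more displacement of Bim peptide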
Target sequence (Q07820 whole entry, looked up): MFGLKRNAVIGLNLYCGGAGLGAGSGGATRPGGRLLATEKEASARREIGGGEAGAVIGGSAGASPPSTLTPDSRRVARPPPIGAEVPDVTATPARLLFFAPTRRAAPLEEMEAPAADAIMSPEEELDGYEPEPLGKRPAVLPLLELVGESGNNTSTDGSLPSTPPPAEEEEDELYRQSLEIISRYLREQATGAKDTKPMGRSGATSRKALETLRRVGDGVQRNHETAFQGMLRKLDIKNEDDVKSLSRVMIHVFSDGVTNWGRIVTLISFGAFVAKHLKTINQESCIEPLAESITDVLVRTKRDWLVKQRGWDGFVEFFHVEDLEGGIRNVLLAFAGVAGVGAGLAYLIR
MEX-5 binding = C. elegans MEX-5 TCR-2 RNA binding activity | Q9XUB2 | MEX-5/FITC-TCR2 RNA binding, fluorescence polarization; hits give low values | activity score (negative = inhibition of binding), % at 10 µM | actives 0.38% (n = 300,000);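 active = inhibition past about -25% in most replicates, and total fluorescence under double the plate's negative control median, limit read from the data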;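 note: 0% = DMSO and -100% = 5 µM competing unlabeled TCR2 RNA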
GRK2 aptamer HTS = human GRK2 inhibition via aptamer displacement. inhibition of aptamer binding, % at 10 µM. actives 0.59% (n = 330,000). AID 488847. bead flow cytometry, FAM-aptamer displacement from GRK2;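 active = inhibition of aptamer binding above 40%, roughly 3 SD of noise, on plates passing a quality check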;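 note: median bead fluorescence of bound FAM aptamer so fluorescent compounds give negative values; no value below 0 was filed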
Fam108B counter = counter-screen for RBBP9 inhibitors: inhibitors of mouse Fam108B; recombinant Fam108B, FP-Rh probe fluorescence polarization; inhibition, % at 9.51 µM; AID 1947; actives 0.33% (n = 300,000);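 active = inhibition above the screen mean inhibition plus 3 SD, computed separately per campaign, cut at about 18% in these data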;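 note: inhibitors lower polarization as less probe binds the enzyme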
GLD-1 TGE inh = GLD-1-TGE RNA interaction inhibition (C. elegans); purified GLD-1 + fluorescein TGE RNA, fluorescence polarization; inhibition, % at 5.96 µM; actives 0.44% (n = 320,000); Q17339;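 active = percent inhibition above a per-plate cutoff, the plate mean of test compounds plus 3 SD, cut at about 30% in these data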;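 note: 0% = DMSO wells with GLD-1 and probe and 100% = wells lacking GLD-1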
Target sequence (Q17339 whole entry, looked up): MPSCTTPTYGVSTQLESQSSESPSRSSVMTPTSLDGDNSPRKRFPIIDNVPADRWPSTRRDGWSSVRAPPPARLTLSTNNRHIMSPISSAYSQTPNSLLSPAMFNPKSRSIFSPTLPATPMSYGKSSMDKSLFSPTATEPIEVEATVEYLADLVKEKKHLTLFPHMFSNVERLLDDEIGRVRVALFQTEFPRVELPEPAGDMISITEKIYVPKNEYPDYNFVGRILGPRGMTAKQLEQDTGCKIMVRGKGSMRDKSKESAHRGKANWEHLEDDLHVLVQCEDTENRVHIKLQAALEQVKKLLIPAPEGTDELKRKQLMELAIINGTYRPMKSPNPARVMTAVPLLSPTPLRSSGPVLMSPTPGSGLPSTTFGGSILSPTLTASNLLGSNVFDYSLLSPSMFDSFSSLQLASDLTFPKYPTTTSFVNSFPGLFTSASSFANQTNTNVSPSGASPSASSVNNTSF
CIT2-GFP yeast = yeast TOR pathway CIT2-GFP modulation | actives 0.065% (n = 320,000) | S. cerevisiae CIT2-GFP strain, flow cytometry, 3 h; 100 means same as DMSO wells | GFP response vs DMSO, % at 10 µM;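 active = GFP response relative to DMSO above a set limit, near the screen mean plus 3 SD, cut at about 150% in these data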;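 note: ratio of well median GFP fluorescence to mean of DMSO wells on the plate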
VLA-4 inh = inhibition in a human VLA-4 binding assay; actives 0.2% (n = 330,000); VLA-4 expressing cells, ligand binding flow cytometry; P13612; inhibition, % (about 7 µM as worked out from the volumes in the protocol); AID 2557; in the data active = inhibition above about 50%
AGP1-GFP MLPCN = yeast TOR pathway AGP1-GFP modulation; S. cerevisiae AGP1-GFP multiplex flow cytometry, 3 h; GFP as percent of DMSO wells; GFP response vs DMSO, % at 10 µM; actives 0.02% (n = 320,000);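 active = GFP response relative to DMSO above a set limit, near screen average plus 3 SD, cut at about 150% in these data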;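 note: median GFP channel fluorescence of the gated AGP1 strain per well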
Bcl-xL primary = blocks human Bcl-xL binding to Bim BH3 peptide. inhibition, % at 10.9 µM. GST-Bcl-xL / FITC-Bim BH3 peptide fluorescence polarization. actives 0.7% (n = 320,000);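 active = inhibition above the mean of all tested compounds plus 3 SD, cutoff set per campaign, cut at about 30% in these data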;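 note: 0% = DMSO wells and 100% = unlabeled Bim-BH3 peptide competitor; inhibitors lower millipolarization by displacing the labeled peptide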
Numbers without * were called inactive; / = no result given.

smiles	AGP1-GFP MLPCN	MCL1 BIM primary	GLD-1 TGE inh	CIT2-GFP yeast	MEX-5 binding	Fam108B counter	GRK2 aptamer HTS	VLA-4 inh	Bcl-xL primary
COc1ccc(C(=O)N2CCNC(=O)C2CC(=O)Nc2ccc(C)c(C)c2)cc1 (stereo unspecified)	85	/	/	110	-0.1	/	3	4	/
CC1(C)CC[C@@]2(C(=O)O)C(C1)C1=CCC3[C@@]4(C)CC[C@H](O)C(C)(C)C4CC[C@@]3(C)[C@]1(C)C[C@H]2O (stereo partly specified)	101	/	0	88	/	/	0	0	/
O=C(NCCCN1CCc2ccccc2C1)C1CCN(S(=O)(=O)N2CCC3(CC2)OCCO3)CC1	103	5	2	95	-0.3	4	0	16	1
O=C(CCCn1c(=S)[nH]c2cc3c(cc2c1=O)OCO3)NCc1ccccc1Cl	114	-5	0	97	0.2	-2	0	11	-7
Fc1ccc(OCCCn2ccnc2)cc1	104	/	/	109	0.0	/	0	5	/
Cc1ccc(OCC(=O)N2CC(C)OC(C)C2)c([N+](=O)[O-])n1 (stereo unspecified)	105	7	7	101	3.6	-1	3	22	3
O=C(COC(=O)c1ccccc1Cl)NC1CCCCCC1	101	/	3	99	/	/	0	-6	/
COc1ccc(CCN2CCCC(CN(C)Cc3cccc(OC)c3)C2)cc1 (stereo unspecified)	100	6	2	101	0.3	-4	0	-6	2
CC1=C(C(=O)Nc2ccccc2C)C2(CCCC2)C(C(N)=O)C(=O)N1 (stereo unspecified)	89	-1	4	90	-1.0	0	1	27	-2
COc1ccc(/C=N/NC(=O)CCC(=O)Nc2ccc(F)cc2)c(OC)c1	98	1	-12	102	1.2	-6	4	0	3
CCCCN(C(=O)c1ccc(C)o1)c1c(N)n(CCCC)c(=O)[nH]c1=O	110	9	6	105	-0.7	0	0	-3	4
CC(C)N(C)C1CCN(C(=O)Nc2ccc(Cl)cc2)CC1	93	3	-4	94	-1.2	3	0	0	-2

Next entries follow:
smiles	AGP1-GFP MLPCN	MCL1 BIM primary	GLD-1 TGE inh	CIT2-GFP yeast	MEX-5 binding	Fam108B counter	GRK2 aptamer HTS	VLA-4 inh	Bcl-xL primary
CCc1nc2ccccc2c(C(=O)Nc2ccc(F)cc2)c1C	110	-11	3	121	0.5	-1	1	2	6
COC(=O)CCCC1=CC2=CC(=O)C(C)(OC(=O)c3cccs3)C(=O)C2=CN1Cc1ccc2c(c1)OCO2 (stereo unspecified)	102	27	8	97	-3.1	0	3	-7	17
COc1ccccc1OCC(=O)N(Cc1nc(-c2ccccc2)no1)C1CCCCC1	102	12	9	94	/	4	0	6	7
Cc1cc(C)n(C(=O)CNC(=O)c2ccc3c(c2)OCCO3)n1	98	28	5	95	-2.1	3	0	12	13
CC(=O)Nc1cccc2c1Cc1ccccc1-2	101	0	6	104	0.6	4	0	3	0
O=[N+]([O-])c1ccccc1S(=O)(=O)Nc1cccc(-c2ccc(N3CCOCC3)nn2)c1	115	0	-5	109	0.9	0	10	0	2
COc1ccc(C(=O)NCCc2cccc(Cl)c2)cc1OC1CCN(C(C)=O)CC1	92	-22	-10	111	0.9	-9	0	-12	-12
Cc1sc2ccccc2[n+]1CCC(C)S(=O)(=O)[O-] (stereo unspecified)	102	17	5	101	0.9	-8	2	-5	8
O=C(Cn1c(=O)oc2ccccc21)Nc1ccc(S(=O)(=O)N2CCCCC2)cc1	95	3	-3	93	0.4	-31	0	5	-3
COc1ccc(OCc2cccc(C(=O)O)c2)cc1	99	-1	4	87	0.8	-4	3	13	4
Cc1ccnc(NC(=O)c2c(-c3ccccc3Cl)noc2C)c1	97	4	6	102	-1.5	0	0	2	4
Cn1cc([N+](=O)[O-])c(C(=O)Nc2ccn(C34CC5CC(CC(C5)C3)C4)n2)n1	93	-2	3	94	-0.3	-3	4	-12	-7

Next section:
smiles	AGP1-GFP MLPCN	MCL1 BIM primary	GLD-1 TGE inh	CIT2-GFP yeast	MEX-5 binding	Fam108B counter	GRK2 aptamer HTS	VLA-4 inh	Bcl-xL primary
CC(C(=O)O)n1c(-c2ccn[nH]2)n[nH]c1=S (stereo unspecified)	108	-4	9	111	5.3	0	24	12	2
Cc1c(N2C(=O)C(=O)/C(=C(/O)c3ccccc3)C2c2ccc(F)cc2)c(=O)n(-c2ccccc2)n1C (stereo unspecified)	98	-4	-3	98	0.1	2	0	-1	2
Cc1cc[n+](CC(=O)Nc2nc3ccccc3s2)cc1	97	1	-2	96	1.3	-4	0	6	5
CCNS(=O)(=O)c1c(C)cc(C)c(N(C)S(=O)(=O)c2ccccc2)c1C	96	-1	5	97	0.2	0	1	9	12
CCn1c(=S)sc2c(=O)n(CC(=O)Nc3ccc(Cl)cc3)c(C)nc21	95	1	-1	94	0.0	1	5	-3	5
CC(C)Cc1cc(C(=O)N2CCC(N3CCC(C(=O)N4CCCC4)CC3)CC2)n[nH]1	101	0	5	95	2.4	-4	0	15	7
CC1(C)C(=O)Nc2ccccc2N1C(=O)CSc1nnc2c(Cl)cc(Cl)cn12	102	7	4	96	1.1	0	2	/	7
COc1ccccc1NC(=O)CSc1nc(=O)n(CCN2CCOCC2)c2c1CCC2	92	3	0	95	2.2	3	5	21	1
O=C(CSc1nc2ccccc2c(=O)n1-c1ccc(F)cc1)Nc1ccc(C(=O)O)cc1	99	-6	9	101	-0.6	4	2	-19	-14
CCOC(=O)C1(CCc2ccccc2)CCN(C(=O)C2=C(C)OCCO2)CC1	107	-6	-2	97	3.1	2	1	-10	2
Cc1occc1C(=O)N1CCN(c2ccc(Cl)c(Cl)c2)CC1	97	6	-1	92	-0.1	-3	3	-2	-1
O=C(CSc1nnc(-c2ccccc2Cl)n1Cc1ccco1)Nc1ccc2c(c1)OCCO2	99	4	-1	105	0.1	4	0	-25	1

The results go on.
smiles	AGP1-GFP MLPCN	MCL1 BIM primary	GLD-1 TGE inh	CIT2-GFP yeast	MEX-5 binding	Fam108B counter	GRK2 aptamer HTS	VLA-4 inh	Bcl-xL primary
O=[N+]([O-])c1cccc(OCc2cn3cccnc3n2)c1	103	1	0	99	-1.9	-2	0	-13	3
O=C(C(Cc1ccccc1)N1C(=O)C2C3C=CC(C3)C2C1=O)N1CCCCCC1 (stereo unspecified)	106	1	-10	104	-0.8	3	2	9	8
CC(=O)Nc1ccc(S(=O)(=O)NC(C)(C#N)C2CC2)cc1 (stereo unspecified)	107	0	4	101	-1.3	1	3	6	1
O=C(COc1ccc2c(C(F)(F)F)cc(=O)oc2c1)Nc1ccc2c(c1)OCCO2	97	-5	-5	/	-4.3	1	0	-1	-1
O=C(O)CSCC(=O)N1CCN(Cc2ccc3c(c2)OCO3)CC1	101	-9	-8	102	0.1	-4	0	-4	-2
CN1CCN(c2ncnc3c2cnn3-c2ccc(Cl)cc2)CC1	104	0	-8	95	0.2	2	1	7	4
Cc1sccc1/C=N/NC(=O)c1ccco1	99	4	3	104	2.1	-2	2	3	2
CC1(C)Oc2ccc3ccc(=O)oc3c2/C(=C/NNC(N)=S)C1=O	102	-3	-2	100	4.3	7	1	18	-6
CC(=O)Nc1ccc(NC(=O)C2CC(=O)Nc3nc4ccccc4n32)cc1 (stereo unspecified)	99	-2	1	106	3.5	0	2	-1	4
COc1ccc(Nc2ccc(N3C(=O)CCC3=O)cc2[N+](=O)[O-])cn1	103	9	10	92	1.5	2	0	2	10
Cn1cccc1-c1cc(C(=O)N/N=C/c2ccc(F)cc2)[nH]n1	105	-6	-1	103	-1.9	3	0	0	1
COC(=O)c1c(C)oc(C)c1S(=O)(=O)N1CCOCC1	104	5	3	93	3.6	-4	0	-3	0

Additional results follow:
smiles	AGP1-GFP MLPCN	MCL1 BIM primary	GLD-1 TGE inh	CIT2-GFP yeast	MEX-5 binding	Fam108B counter	GRK2 aptamer HTS	VLA-4 inh	Bcl-xL primary
CCn1cc(CNC(=O)/C=C/c2cnn(C)c2)c(C)n1	110	0	1	110	-0.7	2	4	-10	2
O=C(OCC(=O)N1CCc2ccccc21)[C@@H]1CC(O)CN1S(=O)(=O)c1ccccc1[N+](=O)[O-] (stereo partly specified)	94	/	1	95	/	/	3	-2	/
CSc1nnc(C)c(/C=C/NOCc2ccc(Cl)cc2)n1	104	-2	5	98	-1.6	3	2	-2	2
CSc1ccccc1NC(=O)CN(C)CC(=O)Nc1ccccc1F	108	-5	-3	103	0.3	0	5	13	-3
Cc1ccc(NC(=S)N2CCCCCC2)cc1	100	-2	-6	94	2.3	0	0	22	2
O=C(COc1ccc(-n2cnnn2)cc1)NC1CCCCC1	100	-5	5	94	0.8	-2	3	2	-6
CCc1cc2c(Nc3ccc(O)cc3)nc(C)nc2s1	79	-2	-5	102	-0.7	5	1	5	0
CCOc1cc(/C=C2\SC(=NC)N(C)C2=O)cc(Cl)c1OC(C)=O	88	4	-10	97	-5.4	-2	3	11	0
CC(C)C(=O)Nc1ccccc1N1CCN(S(C)(=O)=O)CC1	105	1	-3	95	2.4	-1	2	11	6
CSCC[C@H](NC(=O)OC(C)(C)C)C(=O)N/N=C/c1ccc2nccnc2c1	90	-2	1	93	/	2	1	3	6
N#Cc1ccc(Oc2cccnc2)cc1C#N	109	-4	9	117	/	3	1	7	0
O=C(CCc1nc2ccccc2c(=O)[nH]1)N1CCN(S(=O)(=O)c2ccc(Cl)c(C(F)(F)F)c2)CC1	107	1	-1	98	1.5	-1	2	-6	6

Other records.
smiles	AGP1-GFP MLPCN	MCL1 BIM primary	GLD-1 TGE inh	CIT2-GFP yeast	MEX-5 binding	Fam108B counter	GRK2 aptamer HTS	VLA-4 inh	Bcl-xL primary
COc1cc(C(NC=O)C(=O)Nc2c(C)cccc2C)ccc1O (stereo unspecified)	112	-3	3	110	0.5	6	2	8	5
COC(=O)c1ccc(C(=O)OC)c(NC(=O)COC(=O)C2CC2C)c1 (stereo unspecified)	100	4	-7	102	4.1	-2	0	-11	3
CC1CCc2cc(F)ccc2N1C(=O)c1cccnc1 (stereo unspecified)	97	7	3	98	-0.2	3	2	6	7
COC(C(=O)Nc1ccc(F)cc1F)c1ccccc1 (stereo unspecified)	105	6	2	102	-0.1	-5	1	16	5
